High-throughput results deposited in PubChem BioAssay by several laboratories.
Mcl1 Noxa PPI: Mcl-1/Noxa binding inhibitors, primary screen, biochemical, TR-FRET, 1536-well; Induced myeloid leukemia cell differentiation protein Mcl-1 (Homo sapiens), Q07820; TR-FRET Mcl-1/Noxa peptide binding, 2 h; inhibition, % at 21.7 µM; 220,000 compounds, 1.5% hits; AID 1022, 2008;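 active = compounds that cut the protein-peptide binding signal by more than 50% relative to plate controls in a single-dose test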;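 note: His-tagged Mcl-1 with rhodamine Noxa BH3 peptide and terbium anti-His antibody; 0% = Mcl-1 plus Noxa peptide wells and 100% = peptide-only wells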
ABCB1 block: ABCB1 efflux pump inhibitors, primary screen, cell-based, multiplex, flow cytometry, ABCG2 counter-screen | inhibition, % at 6.6 µM | ATP-dependent translocase ABCB1 (Homo sapiens), P08183 | AID 1326, 2008 | 190,000 compounds, 0.067% hits | CCRF-Adr cells, JC-1 efflux; in the data active = inhibition above about 40%;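 note: 0% = vehicle and 100% = reference inhibitor; higher value means more JC-1 retained so stronger ABCB1 efflux block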
ABCG2 inh: ABCG2 efflux pump inhibitors, primary screen, multiplex with ABCB1, IgMXP3 cells, flow cytometry; Broad substrate specificity ATP-binding cassette transporter ABCG2 (Homo sapiens), Q9UNQ0; 190,000 compounds, 0.1% hits; JC-1 efflux; inhibition, % at 6.6 µM;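 active = inhibition above 80%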;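 note: 0% = DMSO and 100% = nicardipine control wells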
Target sequence (Q9UNQ0 whole entry, looked up): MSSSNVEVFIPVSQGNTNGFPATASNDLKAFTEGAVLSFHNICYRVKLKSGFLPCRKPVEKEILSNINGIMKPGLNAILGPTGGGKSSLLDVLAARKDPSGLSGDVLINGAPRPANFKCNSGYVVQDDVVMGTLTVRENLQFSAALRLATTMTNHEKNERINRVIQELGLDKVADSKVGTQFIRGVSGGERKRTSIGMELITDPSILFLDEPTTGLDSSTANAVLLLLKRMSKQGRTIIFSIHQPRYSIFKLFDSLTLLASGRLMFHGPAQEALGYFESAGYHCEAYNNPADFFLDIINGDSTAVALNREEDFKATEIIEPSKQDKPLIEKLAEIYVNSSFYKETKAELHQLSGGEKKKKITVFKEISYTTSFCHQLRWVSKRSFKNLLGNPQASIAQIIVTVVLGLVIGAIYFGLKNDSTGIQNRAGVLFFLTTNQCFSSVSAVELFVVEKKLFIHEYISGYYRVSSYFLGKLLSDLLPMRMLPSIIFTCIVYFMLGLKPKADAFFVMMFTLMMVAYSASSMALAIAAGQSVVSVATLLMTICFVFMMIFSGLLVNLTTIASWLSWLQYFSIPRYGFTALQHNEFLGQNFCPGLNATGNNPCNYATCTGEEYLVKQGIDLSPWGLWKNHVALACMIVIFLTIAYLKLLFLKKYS
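Assay system – ABCG2 IgMXP3 and barcoded ABCB1 CCRF-Adr cell mix · Input – 3 million cells/mL in well · Reagent – JC-1 fluorescent substrate · Compound – single test compound dose, 6.6 µM final · Timing – 10 min exposure at 25 °C with rotation, no wash · Detection – flow cytometry of retained JC-1 fluorescence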
Pf gamet viab: late stage P. falciparum gametocyte viability inhibitors, primary screen, ATP luminescence, HTS. inhibition, % at 10.9 µM. P. falciparum stage V gametocytes, 24 h. 150,000 compounds, 0.065% hits;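 active = inhibition above the mean plus 3 SD of compounds within the control limits, set per campaign, cut at about 38% in these data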;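 note: 0% = DMSO wells and 100% = medium only without gametocytes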
Mcl1 Bid PPI: Mcl-1/Bid binding inhibitors, primary screen, biochemical, TR-FRET, 1536-well | Induced myeloid leukemia cell differentiation protein Mcl-1 (Homo sapiens), Q07820 | TR-FRET Mcl-1/Bid-Dy647 peptide binding | inhibition, % at 21.7 µM | 220,000 compounds, 0.97% hits;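 active = compounds that cut the binding signal by more than half at the single screening dose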;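 note: His-tagged Mcl-1 with europium anti-His antibody binding Bid BH3 peptide; 0% = Mcl-1 plus peptide wells and 100% = peptide-only wells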
Avidin fluor: green autofluorescence of compounds with avidin beads – biophysical, 488/530 nm, flow cytometry, artefact control, profiling panel; compound fluorescence 488/530 nm; active compounds read high; AID 1775, 2009; fluorescence (KMESF) at 10 µM; 220,000 compounds, 0.38% hits; in the data active = fluorescence above about 47; note: inactives centre near 10
Mcl-1 Bim block: inhibitors of Bim peptide binding to Mcl-1, primary screen, biochemical, bead-based flow cytometry, multiplex; Induced myeloid leukemia cell differentiation protein Mcl-1 (Homo sapiens), Q07820; Bim peptide-Mcl-1 binding; AID 1009, 2008; inhibition, % at 10 µM; 190,000 compounds, 0.1% hits; in the data active = inhibition above about 40%;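 note: 0% = no compound tracer wells and 100% = peptide blocker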
GSH fluor: compound fluorescence on glutathione beads, profiling panel, artefact control, biophysical, 488/530 nm, flow cytometry; fluorescence (KMESF) at 10 µM; 190,000 compounds, 0.25% hits; GSH beads flow cytometry, compound fluorescence 488/530 nm; active compounds read high; in the data active = fluorescence above about 89;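 note: glutathione beads carrying GST-tagged Bcl family fusion proteins plus one bare bead set; values are compound well signal with DMSO vehicle wells as background; inactives centre near 16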
RGS7-Gao reg: RGS7-Galphao binding modulators, primary screen, biochemical, multiplexed bead flow cytometry; Guanine nucleotide-binding protein G(o) subunit alpha (Homo sapiens), P09471; actives lie on both sides; binding response (% of control), % at 10 µM; 220,000 compounds, 0.35% hits; AID 1439, 2008; in the data active = binding response below about 49% or above about 150%; inconclusive = no clear call, values can overlap the other calls; inactive = in between;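 note: fluorescent Galphao held in activated GDP-AlF4 state binding bead-coupled RGS7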
Target sequence (P09471 whole entry, looked up): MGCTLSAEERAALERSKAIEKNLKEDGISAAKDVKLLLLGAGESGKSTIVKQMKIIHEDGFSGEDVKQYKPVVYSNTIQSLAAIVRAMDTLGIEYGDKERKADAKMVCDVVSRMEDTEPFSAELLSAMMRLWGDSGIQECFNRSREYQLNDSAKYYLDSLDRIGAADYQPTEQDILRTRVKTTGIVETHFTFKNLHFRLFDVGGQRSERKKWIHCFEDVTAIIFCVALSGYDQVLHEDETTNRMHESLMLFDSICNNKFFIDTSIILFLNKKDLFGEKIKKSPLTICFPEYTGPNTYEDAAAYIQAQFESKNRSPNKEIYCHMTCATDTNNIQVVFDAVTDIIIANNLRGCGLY
RGS8-Gao reg: RGS8-Galphao binding modulators, primary screen, biochemical, multiplexed bead flow cytometry | Guanine nucleotide-binding protein G(o) subunit alpha (Homo sapiens), P09471 | actives lie on both sides | response (percent of control binding), % at 10 µM | 220,000 compounds, 0.34% hits; in the data active = response below about 60% or above about 140%; inactive = in between;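 note: Galphao activated as the GDP aluminium fluoride complex binding bead-coupled RGS8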
RGS4-Gao reg: modulators of RGS4 binding to Galphao, primary screen, biochemical, multiplexed bead flow cytometry. Guanine nucleotide-binding protein G(o) subunit alpha (Homo sapiens), P09471. actives lie on both sides. binding response (% of control), % at 10 µM. 220,000 compounds, 0.33% hits. AID 1415, 2008; in the data active = binding response below about 49% or above about 150%; inactive = in between;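 note: fluorescent Galphao activated with aluminum fluoride binding bead-coupled RGS4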
The depositor's hits bear a star; u = inconclusive; x = no result given; [ ] = dose if it differs, or a comment. This is a subset; the hit share may differ from the screen's.

SMILES	Mcl1 Noxa PPI	ABCB1 block	ABCG2 inh	Pf gamet viab	Mcl1 Bid PPI	Avidin fluor	Mcl-1 Bim block	GSH fluor	RGS7-Gao reg	RGS8-Gao reg	RGS4-Gao reg
COc1ccc2c3c([nH]c2c1)C(C)NCC3 (stereo unspecified)	2	2.0	1	x	-12	8	1	23	107	102	106
COc1ccc(CCN(C)Cc2ccncc2)cc1OC	27	0.5	4	x	26	16	4	36	102	105	104
Fc1cccc(CCNCc2ccccn2)c1	17	0.6	1	x	-30	11	0	25	110	115	105
COC(=O)C1=C(C)OC(N)=C(C#N)C12C(=O)Nc1ccccc12 (stereo unspecified)	-16	0.0	0	11	-16	10	-1	17	97	104	91
C#CCN(C)[C@H](C)Cc1ccccc1	1	x	-1	x	2	6	-1	67	94	99	100
COc1cc(/C=C2\C(=O)NC(=O)N(c3ccc(C)cc3)C2=O)cc(OC)c1O	20	-0.2	-2	x	-49	9	1	9	103	100	100
Cc1cc(/C=C2\C(=O)NC(=O)N(Cc3ccccc3Cl)C2=O)c(C)n1-c1ccc(C(=O)O)cc1	13	-0.4	0	24	-31	11	7	10	101	104	102
CCn1c(C)c(C(=O)O)c2cc(OC)ccc21	9	0.2	17	6	-24	38	-6	26	102	100	100
C/C(=N\N1CCCCC1)c1c(O)[nH]c(=O)[nH]c1=O	-9	-0.4	0	9	-47	5	0	9	106	102	104
CCN(CC)P(=S)(c1c(C)nc2ccccn12)c1c(C)nc2ccccn12	18	2.7	4	10	-27	7	-1	14	u	97	99
CC(=O)NC1C(OC(=O)Cc2ccccc2)OC(COC(C)=O)C(OC(C)=O)C1OC(C)=O (stereo unspecified)	2	0.1	0	x	-21	4	-1	21	86	100	97
COc1cc(OC)c(OC)cc1CNC(C)C(O)c1ccccc1 (stereo unspecified)	8	-0.3	1	12	-5	12	0	45	100	100	96
CCCCn1c(=O)c(C=Nc2cc([N+](=O)[O-])ccc2OC)c(O)n(CCCCl)c1=O	15	3.4	16	-12	-41	7	-1	6	100	100	98
CCOC(=O)c1c(N)n(CCN2CCOCC2)c2nc3ccccc3nc12	7	0.4	1	x	-6	40	-2	16	103	103	99
CC1C(c2cccs2)=[N+]([O-])C(C)(C(=O)c2cccs2)N1O (stereo unspecified)	18	0.4	0	4	-9	4	-4	10	159*[activator]	147*[activator]	157*[activator]
O=C(COc1ccc2ccccc2c1)N1CCN(CC2CC3C=CC2C3)CC1 (stereo unspecified)	31	0.0	-1	x	11	50*	1	17	112	104	100
Nc1ccccc1C(=O)OCC(=O)Nc1ccc(Br)cc1F	-4	-0.3	39	19	-33	9	-3	35	101	100	99
Fc1ccc(C2=CCN(C(c3ccc(Cl)cc3)c3nnnn3Cc3ccccc3)CC2)cc1 (stereo unspecified)	3	1.1	4	2	-36	6	-6	9	107	108	104
O=C1OC(c2ccc(Cl)cc2)=N/C1=C\N1CC2CC(C1)c1cccc(=O)n1C2 (stereo unspecified)	-2	x	x	-2	-28	8	x	x	u	100	101
O=C(O)[C@@H]1C[C@H]1[C@@H](NP(=O)(c1ccccc1)c1ccccc1)c1ccccc1	3	0.2	-2	-15	3	11	0	17	103	103	103
COc1ccc(C(=O)CC2(CC(=O)c3ccc(OC)cc3)C(=O)N(C)C(=O)N(C)C2=O)cc1	-6	0.9	3	x	-24	11	0	57	101	101	104
CCOC(=O)c1c(N)n(CCN2CCCCC2)c2nc3ccccc3nc12	5	1.4	17	x	-10	10	0	53	96	101	98
CCCCn1c(O)c(/C=C/C=Nc2ccccc2)c(=O)[nH]c1=O	4	0.3	42	18	0	24	-1	11	100	104	104
CC1(C)CC(=O)C(C2(O)C(=O)NC(=O)NC2=O)=C(O)C1	21	0.6	9	x	17	25	-3	20	99	100	101
O=P(Nc1ccccc1)(Oc1ccccc1)Oc1ccccc1	13	x	x	-38	1	19	x	x	u	98	105

Looked up above:
O=C1OC(c2ccc(Cl)cc2)=N/C1=C\N1CC2CC(C1)c1cccc(=O)n1C2 (stereo unspecified) @ RGS4-Gao reg = 101
CC1C(c2cccs2)=[N+]([O-])C(C)(C(=O)c2cccs2)N1O (stereo unspecified) @ Mcl1 Noxa PPI = 18
CCOC(=O)c1c(N)n(CCN2CCCCC2)c2nc3ccccc3nc12 @ Mcl1 Noxa PPI = 5

(further entries)
SMILES	Mcl1 Noxa PPI	ABCB1 block	ABCG2 inh	Pf gamet viab	Mcl1 Bid PPI	Avidin fluor	Mcl-1 Bim block	GSH fluor	RGS7-Gao reg	RGS8-Gao reg	RGS4-Gao reg
COc1ccc(CCn2c(O)c(C=NCc3cccnc3)c(=O)[nH]c2=O)cc1OC	0	0.4	1	x	-7	30	0	18	102	103	104
COc1ccc(/C=C2/C(=O)NC(=S)N(C3CC3)C2=O)cc1CN1C(=O)c2ccccc2C1=O	95*	-0.6	-2	17	46	13	6	19	104	106	103
C[n+]1ccc(-c2ccncc2)cc1	14	0.1	0	-1	0	6	0	26	101	99	103
N#CC(C#N)=Cc1ccc(N2CCCC2)cc1	17	0.3	12	-22	-8	118*	0	20	668*[activator]	71	184*[activator]
CCCCn1c(O)c(C(CC)=NCc2cccnc2)c(=O)[nH]c1=O	29	-0.5	48	-8	-6	16	-3	36	101	103	102
O=C1NC(=O)C2(Cc3ccccc3N3CCOCC32)C(=O)N1c1ccccc1 (stereo unspecified)	11	1.2	4	x	-62	18	-1	9	106	103	99
CCC(C)C12CN3CCN(CC(C)(C3)C1=O)C2 (stereo unspecified)	-1	0.1	0	-16	-62	12	0	32	99	102	103
CCCC12CN3CN(C1)CC(CCC)(C3)C2O (stereo unspecified)	-8	0.3	0	-4	-6	10	-5	29	99	100	98
O=C(O)c1nn(Cc2ccc(Cl)cc2Cl)c2ccccc12	3	0.2	1	x	5	11	-2	13	99	101	100
O=c1[nH]c(=O)n(-c2ccc(F)cc2)c(O)c1C=Nc1ccccc1N1CCCC1	-13	2.6	9	-8	3	10	-2	23	98	107	101
CCCCCCOc1ccc(CN2CCN(CC)CC2)cc1	40	0.3	3	x	43	8	-1	17	95	101	98
CN(C)C(=O)Oc1ccc(OCc2cccc[n+]2C)cc1	5	0.6	0	-4	-38	3	0	6	103	99	100
CCN1CCN(c2cn[nH]c(=O)c2Cl)CC1	4	0.3	4	x	1	7	0	33	103	100	103
CCCC(=O)c1cc(CP(=O)(OCC)OCC)oc1C	5	x	x	-8	-29	6	x	x	u	102	103
CCC(=O)c1c(O)n(C2CCCCCC2)c(=O)[nH]c1=O	23	0.4	6	x	37	9	-3	25	96	93	97
CC1CC(OC(=O)c2ccccc2)CC(C)N1C (stereo unspecified)	7	0.6	0	-6	-24	2	-1	9	101	102	105
O=C1OC(c2ccc(Br)cc2)=N/C1=C\N1CC2CC(C1)c1cccc(=O)n1C2 (stereo unspecified)	19	x	x	17	-62	11	x	x	u	103	103
CNP1(NC)=NC(C(F)(F)F)=NC(C(F)(F)F)=N1	2	-0.5	7	2	-16	13	-7	28	96	97	98
O=[N+]([O-])c1ccc(N2CCOCC2)c2ccncc12	6	0.9	3	-29	-16	14	1	17	81	73	70
O=C(C1CCC(=O)N1C1CCCCC1)N1CCC2(CC1)OCCO2 (stereo unspecified)	7	0.2	4	x	-10	10	-4	16	112	126	111
Cc1oc(-c2ccccc2)nc1CN1C(=O)CN=C(c2ccccc2)c2ccccc21	14	3.5	13	x	2	7	-2	13	107	109	108
CSc1ccc(C(=O)C2CCCN(CCCn3cccn3)C2)cc1 (stereo unspecified)	31	0.8	1	9	65*	7	0	18	84	93	87
CC(C)N1CCN(c2ccc(O)cc2)CC1	54*	0.1	2	13	-67	12	-6	13	97	104	102
c1ccc2c(CCNCc3ccc4c(c3)OCO4)c[nH]c2c1	14	0.7	12	-1	-17	25	4	25	106	97	113
O=C(c1ccc(C(F)(F)F)cc1)C1CCCN(Cc2ccncc2)C1 (stereo unspecified)	-6	0.0	0	9	-31	11	6	11	105	103	104

In the list so far, 2 contain bromine.
SMILES	Mcl1 Noxa PPI	ABCB1 block	ABCG2 inh	Pf gamet viab	Mcl1 Bid PPI	Avidin fluor	Mcl-1 Bim block	GSH fluor	RGS7-Gao reg	RGS8-Gao reg	RGS4-Gao reg
Nc1ccccc1C(=O)OCC(=O)Nc1ccc(Br)cc1F	-4	-0.3	39	19	-33	9	-3	35	101	100	99
O=C1OC(c2ccc(Br)cc2)=N/C1=C\N1CC2CC(C1)c1cccc(=O)n1C2 (stereo unspecified)	19	x	x	17	-62	11	x	x	u	103	103

The results go on:
SMILES	Mcl1 Noxa PPI	ABCB1 block	ABCG2 inh	Pf gamet viab	Mcl1 Bid PPI	Avidin fluor	Mcl-1 Bim block	GSH fluor	RGS7-Gao reg	RGS8-Gao reg	RGS4-Gao reg
CCc1cccc2c(C#N)cn(CC(=O)N3CCOCC3)c12	-1	-1.5	1	x	-31	11	-2	31	101	99	98
CCOc1ccc(N=Cc2c(O)n(Cc3ccccc3)c(=S)[nH]c2=O)cc1	-7	x	x	10	-21	6	x	x	u	103	109
CN1C(=O)C(C2(C#N)CCCCC2)C(=O)N(C)C1=O	18	-0.3	-2	x	-10	7	2	51	98	100	99
O=C(c1ccco1)c1cn(Cc2ccc(Cl)cc2)c2ccccc12	8	2.5	14	x	14	33	-3	26	104	101	103
CC(C)C/C(=N/O)c1cn(C)c2ccccc12	7	1.2	3	15	-36	6	-3	18	104	97	98
CC(Oc1ccc(-c2ccccc2)cc1)C(=O)O (stereo unspecified)	-18	-0.1	0	-9	3	37	-2	16	98	99	99

Pulled one by one from the entries so far (three):
SMILES	Mcl1 Noxa PPI	ABCB1 block	ABCG2 inh	Pf gamet viab	Mcl1 Bid PPI	Avidin fluor	Mcl-1 Bim block	GSH fluor	RGS7-Gao reg	RGS8-Gao reg	RGS4-Gao reg
CCCCn1c(O)c(/C=C/C=Nc2ccccc2)c(=O)[nH]c1=O	4	0.3	42	18	0	24	-1	11	100	104	104
Fc1ccc(C2=CCN(C(c3ccc(Cl)cc3)c3nnnn3Cc3ccccc3)CC2)cc1 (stereo unspecified)	3	1.1	4	2	-36	6	-6	9	107	108	104
CCCCn1c(=O)c(C=Nc2cc([N+](=O)[O-])ccc2OC)c(O)n(CCCCl)c1=O	15	3.4	16	-12	-41	7	-1	6	100	100	98
